Screens from PubChem.
FBW7 act: human FBW7 E3 ligase activation, primary screen. Q969H0. AlphaScreen FBW7–phospho-cyclin E peptide binding, activator screen. normalized activity (activation), % at 26.1 µM. 650,000 compounds, 0.13% hits. AID 1259310; in the data active = normalized activity above about 1.9%;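 also: purified mutant Fbw7 with reduced substrate affinity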
Target sequence (Q969H0 whole entry, looked up): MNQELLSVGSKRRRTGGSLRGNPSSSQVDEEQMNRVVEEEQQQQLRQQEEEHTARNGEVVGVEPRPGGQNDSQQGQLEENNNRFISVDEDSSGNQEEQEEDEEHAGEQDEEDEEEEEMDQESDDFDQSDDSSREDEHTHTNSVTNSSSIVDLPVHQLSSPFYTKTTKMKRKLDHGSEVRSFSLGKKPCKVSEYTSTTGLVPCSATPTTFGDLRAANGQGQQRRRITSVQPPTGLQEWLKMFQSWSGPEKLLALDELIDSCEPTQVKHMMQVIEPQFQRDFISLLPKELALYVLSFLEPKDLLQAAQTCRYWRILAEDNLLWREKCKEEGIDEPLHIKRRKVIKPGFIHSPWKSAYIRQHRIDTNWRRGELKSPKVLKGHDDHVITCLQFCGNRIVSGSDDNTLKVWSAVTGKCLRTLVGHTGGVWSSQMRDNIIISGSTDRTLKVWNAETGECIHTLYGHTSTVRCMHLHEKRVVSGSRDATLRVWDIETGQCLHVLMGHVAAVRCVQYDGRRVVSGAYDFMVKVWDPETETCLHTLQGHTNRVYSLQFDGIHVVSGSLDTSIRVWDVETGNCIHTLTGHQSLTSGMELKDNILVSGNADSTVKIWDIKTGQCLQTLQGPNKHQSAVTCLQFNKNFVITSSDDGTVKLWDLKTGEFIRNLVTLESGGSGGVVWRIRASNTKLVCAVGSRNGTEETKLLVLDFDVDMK
TEAD-YAP block: TEAD-YAP interaction inhibition. 640,000 compounds, 1.4% hits. HEK-TIYL cells, TEAD-Gal4/YAP UAS-luciferase luminescence. AID 1259422. inhibition, % at 9.12 µM; in the data active = inhibition above about 32%;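 also: 0% = median of test compound wells and 100% = reference inhibitor wells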
MITF primary: blocks human microphthalmia-associated transcription factor | AlphaScreen MITF homodimerization, bead proximity signal | O75030 | 650,000 compounds, 0.91% hits | AID 1259374 | inhibition, % at 2.6 µM; in the data active = inhibition above about 50%;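 also: 0% = vehicle wells with protein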
GPR151 activ: human GPR151 activation; AID 1508602; PathHunter beta-arrestin GPR151 cells, luminescence; activation, % at 11.2 µM; 650,000 compounds, 1% hits; in the data active = activation above about 4.9%;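 also: 0% = median of compound wells and 100% = cells with positive control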
Target sequence (Q8TDV0 whole entry, looked up): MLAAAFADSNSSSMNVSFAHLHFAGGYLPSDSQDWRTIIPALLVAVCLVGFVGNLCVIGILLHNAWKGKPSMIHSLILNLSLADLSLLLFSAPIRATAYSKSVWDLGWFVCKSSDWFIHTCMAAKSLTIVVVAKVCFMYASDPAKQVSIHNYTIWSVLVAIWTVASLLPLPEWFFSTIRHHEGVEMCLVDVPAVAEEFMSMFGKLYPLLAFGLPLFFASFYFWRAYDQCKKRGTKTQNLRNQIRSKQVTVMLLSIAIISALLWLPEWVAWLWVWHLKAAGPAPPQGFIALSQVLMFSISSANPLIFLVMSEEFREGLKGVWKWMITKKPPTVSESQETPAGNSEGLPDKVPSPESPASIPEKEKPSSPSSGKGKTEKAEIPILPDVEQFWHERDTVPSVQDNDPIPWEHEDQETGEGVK
* = called active by the depositor.

For CN(C)CCN(C(=O)c1ccc(Cl)s1)c1nc2cc3c(cc2s1)OCCO3 the results were FBW7 act 1.2, TEAD-YAP block -26.4, MITF primary 16.7 and GPR151 activ -1.2.
CCCC/C=N/NC(=O)c1cc([N+](=O)[O-])cc([N+](=O)[O-])c1 was read as FBW7 act 0.0, TEAD-YAP block 6.7, MITF primary 10.9 and GPR151 activ 0.3.
`O=C(Nc1ccccc1Br)c1cc(S(=O)(=O)NCc2ccccc2)ccc1F` gave FBW7 act 0.1, TEAD-YAP block -0.1, MITF primary 0.7 and GPR151 activ 0.4.
`C=CCn1c(O)c(C2=c3cc([N+](=O)[O-])ccc3=NC2=O)sc1=N` gave FBW7 act -0.1, TEAD-YAP block 2.3, MITF primary 5.2 and GPR151 activ -0.2.
`CCOC(=O)Cn1cc(C(=O)c2ccco2)c2ccccc21` gave FBW7 act 0.4, TEAD-YAP block 1.7, MITF primary 11.5 and GPR151 activ 0.1.
For COC(=O)C1=C(C)N=c2s/c(=C/c3ccc(OC(C)=O)cc3)c(=O)n2C1c1ccccc1 (stereo not drawn) the results were FBW7 act 0.0, TEAD-YAP block 5.4, MITF primary 1.1 and GPR151 activ -0.3.
`COc1ccc(C(=O)N2CCN(C3CCCC(C)C3)CC2)cc1` (stereo not drawn) gave FBW7 act 0.1, TEAD-YAP block 6.5, MITF primary 51.9* and GPR151 activ 0.9.
Cc1cc(C)c2oc(-c3ccc(NC(=O)c4cccc(Br)c4)cc3)nc2c1 was read as FBW7 act -0.1, TEAD-YAP block -0.9, MITF primary 9.3 and GPR151 activ -0.1.
Screening O=C(COC(=O)CSc1nc2ccccc2s1)Nc1cccc2ccccc12 returned FBW7 act -0.1, TEAD-YAP block 18.6, MITF primary 4.3 and GPR151 activ -1.7.
CCc1ccc(N2COc3ccc4c(C)cc(=O)oc4c3C2)cc1 was read as FBW7 act 0.1, TEAD-YAP block 6.9, MITF primary 6.2 and GPR151 activ -0.8.
Screening CCNC(=S)NNC(=S)Nc1ccccc1F returned FBW7 act -0.1, TEAD-YAP block -48.4, MITF primary 5.1 and GPR151 activ -1.9.
For CN1CCN(c2oc(-c3cccs3)nc2S(=O)(=O)c2ccccc2)CC1 the results were FBW7 act -0.2, TEAD-YAP block 5.4, MITF primary -6.4 and GPR151 activ 0.5.
For Cc1ccc(/C=C2\N=C(c3ccc(Cl)cc3)OC2=O)o1 the results were FBW7 act 0.0, TEAD-YAP block -0.6, MITF primary 12.6 and GPR151 activ 0.0.
For CC(=O)Nc1ccc(C2=NN(C)C(=NCc3ccccc3)SC2)cc1 the results were FBW7 act 0.0, TEAD-YAP block 1.9, MITF primary 13.6 and GPR151 activ 0.4.
O=C(N/N=C/c1c(O)ccc2ccccc12)c1ccc([N+](=O)[O-])cc1 was read as FBW7 act 0.0, TEAD-YAP block 8.1, MITF primary 13.0 and GPR151 activ 0.2.

Gathered by group, the entries above with bromine
`O=C(Nc1ccccc1Br)c1cc(S(=O)(=O)NCc2ccccc2)ccc1F` gave FBW7 act 0.1, TEAD-YAP block -0.1, MITF primary 0.7 and GPR151 activ 0.4.
Cc1cc(C)c2oc(-c3ccc(NC(=O)c4cccc(Br)c4)cc3)nc2c1 was read as FBW7 act -0.1, TEAD-YAP block -0.9, MITF primary 9.3 and GPR151 activ -0.1.

Other structures:
For Cc1cc(Cl)ccc1OCC(=O)Nc1cc(Cl)ccc1C(=O)O the results were FBW7 act 0.0, TEAD-YAP block 2.1, MITF primary -5.2 and GPR151 activ 2.5.
COc1cccc2sc(NC(=O)c3ccc([N+](=O)[O-])s3)nc12 was read as FBW7 act -0.1, TEAD-YAP block 8.1, MITF primary 13.4 and GPR151 activ 0.2.
For COc1ccc(N2C(=O)NC(NC(=O)c3ccc(F)cc3)(C(F)(F)F)C2=O)cc1 (stereo not drawn) the results were FBW7 act 0.2, TEAD-YAP block -9.1, MITF primary 4.1 and GPR151 activ 1.1.
For O=C(CCN1C(=O)C2C3C=CC(C3)C2C1=O)NC(c1ccccc1)c1ccccc1 (stereo not drawn) the results were FBW7 act -0.1, TEAD-YAP block 7.2, MITF primary 2.3 and GPR151 activ 0.7.
CC1=CCC2C(=O)N(c3nc(C)cc(C)n3)C(=O)C2C1 (stereo not drawn) was read as FBW7 act 0.1, TEAD-YAP block -10.6, MITF primary -5.1 and GPR151 activ 0.6.
O=C(Cc1ccccc1)Nn1c(SCc2cc(=O)n3ccccc3n2)nc2ccccc2c1=O was read as FBW7 act -0.1, TEAD-YAP block 2.0, MITF primary -2.0 and GPR151 activ 0.1.
Screening COc1cccc(-c2nc(C=Nc3ccc(OC)cc3[N+](=O)[O-])c(O)o2)c1 returned FBW7 act 0.0, TEAD-YAP block 2.2, MITF primary 11.4 and GPR151 activ 2.0.
`COc1ccc(C2SCCN2C(=O)CCC(=O)O)cc1[N+](=O)[O-]` (stereo not drawn) gave FBW7 act 0.7, TEAD-YAP block 1.3, MITF primary 25.8 and GPR151 activ -1.0.
CCOC(=O)C1CCN(CCC(=O)Nc2ccc(Br)cc2)CC1 was read as FBW7 act 0.2, TEAD-YAP block -1.3, MITF primary 10.6 and GPR151 activ -0.1.
CNC(=O)CSc1nnc(-c2ccccc2)c(-c2ccccc2)n1 was read as FBW7 act 0.4, TEAD-YAP block -3.8, MITF primary 13.2 and GPR151 activ -0.1.
CC(=O)N1CCC(C(=O)NC(c2ccccc2)c2ccccn2)CC1 (stereo not drawn) was read as FBW7 act 0.0, TEAD-YAP block -4.3, MITF primary 8.5 and GPR151 activ 0.6.
CCOc1ccc(N2CC(C(=O)Nc3cccc(OC)c3)CC2=O)cc1 (stereo not drawn) was read as FBW7 act -0.1, TEAD-YAP block 0.8, MITF primary 1.3 and GPR151 activ -0.9.
CCCCN(CC)C(=O)CSc1nc2n[nH]c(C)c2c(=N)n1-c1ccc(Br)cc1 was read as FBW7 act 0.1, TEAD-YAP block -1.8, MITF primary -4.2 and GPR151 activ -1.1.
Screening CCOc1ccc(N2C(=O)c3cccnc3C2=O)cc1 returned FBW7 act -0.4, TEAD-YAP block -3.8, MITF primary 21.4 and GPR151 activ -1.1.
Screening CC(C)c1ccc(C2C(C(=O)c3cccs3)=C(O)C(=O)N2CCCN2CCOCC2)cc1 (stereo not drawn) returned FBW7 act 0.2, TEAD-YAP block 4.3, MITF primary -10.8 and GPR151 activ 1.3.
`Cc1nn(-c2ccc(F)cc2)c(C)c1CN1CCN(Cc2ccccc2)C(CCO)C1` (stereo not drawn) gave FBW7 act -0.2, TEAD-YAP block -7.5, MITF primary -2.3 and GPR151 activ -1.6.
`CC(=O)c1ccc(NC(=O)COC(=O)/C=C/c2ccc(Br)o2)cc1` gave FBW7 act 0.3, TEAD-YAP block 12.1, MITF primary 49.1 and GPR151 activ -2.2.
For O=C(Nc1ccc2c(c1)N(C(=O)c1cccs1)CCC2)C1CCCCC1 the results were FBW7 act 0.1, TEAD-YAP block -1.2, MITF primary 12.8 and GPR151 activ 0.7.
Screening CCOc1c(Br)cc(C2C(C(=O)OC)=CN(Cc3ccc(Cl)cc3)C=C2C(=O)OC)cc1OC returned FBW7 act 0.0, TEAD-YAP block 5.9, MITF primary 11.3 and GPR151 activ -0.9.
Screening COC(=O)c1ccc2c(c1)N(C)C(=O)/C(=C/c1ccccc1C)S2 returned FBW7 act -0.1, TEAD-YAP block 1.4, MITF primary 2.0 and GPR151 activ 1.5.
`N#CCn1c(=O)n(CCc2ccccc2)c(=O)c2cccnc21` gave FBW7 act -0.1, TEAD-YAP block -2.5, MITF primary -9.0 and GPR151 activ -1.3.
For CCOC(=O)c1sc(NC(=O)CSc2ncn(-c3ccccc3)n2)nc1C the results were FBW7 act 0.0, TEAD-YAP block 3.0, MITF primary 6.9 and GPR151 activ 1.0.
For CC1=CC2=NC(=O)/C(=C\c3ccc(OCCOc4ccc(C)cc4)cc3)C(=N)N2O1 the results were FBW7 act -0.2, TEAD-YAP block -2.1, MITF primary -5.9 and GPR151 activ 0.5.
Screening COc1cccc(C(=O)COC(=O)c2ccc(Br)cc2)c1 returned FBW7 act 0.7, TEAD-YAP block -6.8, MITF primary 15.2 and GPR151 activ -0.1.
For Cc1cc(N)n(Cc2ccccc2)n1 the results were FBW7 act -0.1, TEAD-YAP block 1.1, MITF primary -9.6 and GPR151 activ 1.1.
For CCOc1cccc(C(=O)Nc2cccc(-c3nc4cc(C)cc(C)c4o3)c2)c1 the results were FBW7 act -0.1, TEAD-YAP block -0.7, MITF primary 14.9 and GPR151 activ -0.8.
`COC(=O)C1CC(=O)N(C)C12CCN(C(=O)Cc1ccn(C)c1)CC2` (stereo not drawn) gave FBW7 act 0.0, TEAD-YAP block 4.3, MITF primary 4.6 and GPR151 activ -1.0.
`Cc1cc(-c2ccccc2)nc(SCC(=O)Nc2nnc(C)s2)n1` gave FBW7 act -0.1, TEAD-YAP block -4.9, MITF primary -6.1 and GPR151 activ 0.1.
Screening Cc1ccc(S(=O)(=O)N(C)CCCC(=O)Nc2nccs2)cc1 returned FBW7 act 0.0, TEAD-YAP block 0.0, MITF primary 3.5 and GPR151 activ 0.3.
For Cc1ccc(OCC(=O)O/N=C(\N)c2ccc([N+](=O)[O-])cc2)c(Br)c1 the results were FBW7 act -0.3, TEAD-YAP block 6.3, MITF primary 4.9 and GPR151 activ 0.3.

Arranged by molecular weight (high to low): four of the compounds above
`Cc1nn(-c2ccc(F)cc2)c(C)c1CN1CCN(Cc2ccccc2)C(CCO)C1` (stereo not drawn) gave FBW7 act -0.2, TEAD-YAP block -7.5, MITF primary -2.3 and GPR151 activ -1.6.
For CCOC(=O)c1sc(NC(=O)CSc2ncn(-c3ccccc3)n2)nc1C the results were FBW7 act 0.0, TEAD-YAP block 3.0, MITF primary 6.9 and GPR151 activ 1.0.
`CC(=O)c1ccc(NC(=O)COC(=O)/C=C/c2ccc(Br)o2)cc1` gave FBW7 act 0.3, TEAD-YAP block 12.1, MITF primary 49.1 and GPR151 activ -2.2.
Screening COC(=O)c1ccc2c(c1)N(C)C(=O)/C(=C/c1ccccc1C)S2 returned FBW7 act -0.1, TEAD-YAP block 1.4, MITF primary 2.0 and GPR151 activ 1.5.

Continued.
Cc1nc2c(c(C)c1CCC(=O)NCC(N)=O)c(=O)n(C)c(=O)n2C was read as FBW7 act -0.1, TEAD-YAP block 4.6, MITF primary -5.4 and GPR151 activ 4.6.
Screening Cc1cccc2nc3c(c(=O)n12)CN(C(=O)N1CCOCC1)CC3 returned FBW7 act 0.2, TEAD-YAP block 5.7, MITF primary 11.8 and GPR151 activ 1.7.
For CC1=C(c2ccc(C)cc2)S(=O)(=O)NC1=NC1CCCCCC1 the results were FBW7 act 0.0, TEAD-YAP block -73.0, MITF primary 3.9 and GPR151 activ 1.4.
COc1ccc(NC(=O)c2cn(-c3ccccc3)nc2-c2ccncc2)cc1 was read as FBW7 act -0.2, TEAD-YAP block 14.2, MITF primary 9.3 and GPR151 activ -2.1.
CCn1c(=NC(=O)c2ccc(S(=O)(=O)N(C)C)cc2)sc2cc(F)ccc21 was read as FBW7 act 0.1, TEAD-YAP block 1.5, MITF primary 2.4 and GPR151 activ -0.4.
`CC(=O)Nc1ccccc1OS(=O)(=O)c1cc(Cl)ccc1C` gave FBW7 act 0.2, TEAD-YAP block 3.3, MITF primary -5.4 and GPR151 activ 1.8.
Screening COc1ccc2[nH]c3c(c2c1)CCOC31CCN(C(=O)C2CCC2C(=O)O)CC1 (stereo not drawn) returned FBW7 act 0.4, TEAD-YAP block -11.2, MITF primary 10.0 and GPR151 activ 0.2.
COc1cc2c(cc1OC)/C(=C/C(N)=O)NC(C)(C)C2 was read as FBW7 act 0.1, TEAD-YAP block -12.9, MITF primary -15.3 and GPR151 activ -2.0.
Screening COC(=O)c1cc(-c2ccccc2F)nc2onc(C)c12 returned FBW7 act 0.0, TEAD-YAP block -0.2, MITF primary 6.7 and GPR151 activ 0.3.
`COC(=O)c1ccc(OCC2CO2)cc1` (stereo not drawn) gave FBW7 act 0.2, TEAD-YAP block -1.5, MITF primary 9.7 and GPR151 activ 0.2.
For O=C1C2C=CC=CC2=NC(=S)N1CCN1CCC(=C(c2ccc(F)cc2)c2ccc(F)cc2)CC1 (stereo not drawn) the results were FBW7 act -0.1, TEAD-YAP block -4.3, MITF primary 8.1 and GPR151 activ -0.3.
For CC1(C)CC(=O)C2=C(C1)N(N1CCOCC1)C(N)=C(C#N)C2c1cccs1 (stereo not drawn) the results were FBW7 act -0.1, TEAD-YAP block -5.2, MITF primary 3.9 and GPR151 activ -0.9.
For COc1ccc2oc(=Nc3cccc(C)c3)c(-c3nc4ccccc4[nH]3)cc2c1 the results were FBW7 act 0.1, TEAD-YAP block -17.6, MITF primary -9.7 and GPR151 activ -1.1.
Screening CC(=O)NNC(=O)CSc1nnc2c3c4c(sc3nc(C(C)C)n12)CCCC4 returned FBW7 act -0.2, TEAD-YAP block -7.3, MITF primary -5.1 and GPR151 activ -0.9.
For COc1cccc(NC(=O)c2sc3ncnc(N4CCN(c5ccccn5)CC4)c3c2C)c1 the results were FBW7 act 0.3, TEAD-YAP block -2.9, MITF primary -2.1 and GPR151 activ -0.7.
For CCOC(=O)C1=NNC2C(=O)N(c3ccc(CC)cc3)C(=O)C12 (stereo not drawn) the results were FBW7 act -0.1, TEAD-YAP block -0.8, MITF primary 17.1 and GPR151 activ 1.6.
For O=C(Oc1ccc(C2Oc3ccccc3C3CC(c4ccccc4)=NN32)cc1)c1ccc(Br)cc1 (stereo not drawn) the results were FBW7 act 0.4, TEAD-YAP block -5.4, MITF primary -3.9 and GPR151 activ 0.2.
C#CC(C)(C)NS(=O)(=O)c1cc(-c2nnc(Nc3ccc(Br)cc3)c3ccccc23)ccc1C was read as FBW7 act 0.1, TEAD-YAP block -5.4, MITF primary 5.5 and GPR151 activ 2.1.

The order is random; about 3.4% have a hit in one of these screens.
